Compound activity from PubChem BioAssay.
IEC-6 tox = cytotoxicity in IEC-6 intestinal epithelial cells, primary screen, cytotoxicity control for KLF5 inhibitor project, cell-based, luminescence; IEC-6 cytotoxicity, luminescence viability; inhibition, % at 5 µM; 0.78% of 290,000 active; in the data active = inhibition above about 22%;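 also: 0% = plate median of test compound wells and 100% = cytotoxic reference compound wells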
HSP90 refold inh = HSP90 inhibitors, primary screen, cell lysate, luminescence | Rabbit reticulocyte lysate, luciferase refolding luminescence, 3 h | 0.91% of 290,000 active | AID 1789, 2009 | Heat shock protein HSP 90 (rabbit reticulocyte lysate; luciferase refolding) | inhibition, % at 5.6 µM;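 active = inhibition above the screen-wide mean plus 3 SD, computed separately per campaign, cut at about 16% in these data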;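 also: 0% = DMSO wells and 100% = 60 µM geldanamycin wells; inhibitors lower the luminescence because luciferase stays unfolded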
HSF1 activator = HSF-1 activators, primary screen, NIH3T3-HGL cells, MG132 stress, luminescence, single point | NIH3T3-HGL HSF-1 luciferase reporter, 8 h; 100% = twice DMSO control signal | activation, % at 9 µM | 1.7% of 300,000 active | AID 504408, 2011;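 active = mean replicate activation of at least 50% with a set share of replicates each reaching 50%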;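 also: 0% = median of the neutral control wells and 100% = twice that signal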
GSK3 alpha inh = blockers of GSK3A enzyme activity – biochemical, luminescence, cell-free homogeneous, HTS, primary screen; Glycogen synthase kinase-3 alpha (Homo sapiens), P49840; AID 2650, 2010; inhibition, % at 10 µM; GSK-3 alpha kinase, ADP-Glo luminescence, 60 min; 0.1% of 320,000 active;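 in the data active = inhibition above about 50%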;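 also: GST-tagged GSK-3 alpha with peptide substrate and 25 µM ATP; 0% = DMSO neutral wells and 100% = GW8510 positive control wells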
Target sequence (P49840 whole entry, looked up): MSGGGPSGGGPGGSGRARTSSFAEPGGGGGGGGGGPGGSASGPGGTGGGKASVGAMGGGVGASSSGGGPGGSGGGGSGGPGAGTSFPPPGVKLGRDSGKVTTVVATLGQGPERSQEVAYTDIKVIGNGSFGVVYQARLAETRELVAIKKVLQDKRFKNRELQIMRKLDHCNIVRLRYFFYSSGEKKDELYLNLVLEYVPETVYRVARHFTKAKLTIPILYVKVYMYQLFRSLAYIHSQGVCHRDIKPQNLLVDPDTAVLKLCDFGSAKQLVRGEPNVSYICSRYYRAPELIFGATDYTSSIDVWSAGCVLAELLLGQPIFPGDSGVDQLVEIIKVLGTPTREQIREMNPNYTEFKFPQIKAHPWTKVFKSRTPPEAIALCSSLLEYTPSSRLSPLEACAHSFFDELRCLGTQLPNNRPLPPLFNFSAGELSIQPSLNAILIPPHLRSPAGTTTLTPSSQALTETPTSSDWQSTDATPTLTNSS
HSF1 inh = HSF1 inhibitors in luciferase reporter cells, primary screen, cell-based, NIH3T3, luminescence; activity change, negative = inhibition, % at 7.5 µM (by protocol); NIH3T3-HGL HSE-luciferase, MG132-induced, luminescence 8 h; stronger effect = lower value; AID 2098, 2009; 0.77% of 300,000 active;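 active = more than half of replicate wells show activity change below -50%, luminescence cut by over half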;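 also: luciferase reports HSF-1 transcriptional activity via heat shock element; 0% = median of DMSO wells and -100% = zero luminescence signal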
Platelet DG rel = inhibitors of platelet dense granule secretion, primary screen, cell-based, MLPCN, human platelets | human platelet-rich plasma, SFLLRN dense granule ATP release, luminescence | inhibition, %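 (compounds screened at 7.5 µM in platelet-rich plasma)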 | 0.22% of 300,000 active | AID 1663, 2009;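 active = mean replicate score, as percent of positive control, at or above 50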
aSyn 5UTR inh = MLPCN primary screen, SNCA 5' untranslated region; alpha-synuclein 5'UTR reporter, inhibitor activity; inhibition, % (tested at 7.5 µM); 0.82% of 300,000 active; AID 1813, 2009; in the data active = inhibition above about 60%;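 also: H4 neuroglioblastoma cells stably carrying SNCA 5'UTR luciferase fusion; 0% = DMSO wells and 100% = positive control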
KLF5 inh = KLF5 expression inhibitors, primary screen, DLD-1 cells, luminescence; 0.23% of 290,000 active; AID 1700, 2009; DLD-1 KLF5 promoter-luciferase reporter; inhibition, % at 5 µM;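 active = inhibition above a per-plate limit of that plate's mean compound inhibition plus 3 SD, cut at about 60% in these data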;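 also: 0% = DMSO wells and 100% = LY294002 at 200 µM; higher means less KLF5 promoter-driven luciferase light; inactives centre near -14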
GSK3beta inhib = human GSK3beta kinase inhibitors, primary screen, biochemical, cell-free homogeneous, HTS. GST-GSK3beta kinase, ADP-Glo luminescence, 60 min; stronger effect = lower value. activity score (negative = inhibition), % at 10 µM. 0.038% of 300,000 active. AID 2097, 2009;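 active = more than half of replicate wells score below -50%, meaning over 50% inhibition versus plate controls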;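 also: 0% = median DMSO wells and -100% = median GW8510 positive control wells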
Target sequence (P49841 whole entry, looked up): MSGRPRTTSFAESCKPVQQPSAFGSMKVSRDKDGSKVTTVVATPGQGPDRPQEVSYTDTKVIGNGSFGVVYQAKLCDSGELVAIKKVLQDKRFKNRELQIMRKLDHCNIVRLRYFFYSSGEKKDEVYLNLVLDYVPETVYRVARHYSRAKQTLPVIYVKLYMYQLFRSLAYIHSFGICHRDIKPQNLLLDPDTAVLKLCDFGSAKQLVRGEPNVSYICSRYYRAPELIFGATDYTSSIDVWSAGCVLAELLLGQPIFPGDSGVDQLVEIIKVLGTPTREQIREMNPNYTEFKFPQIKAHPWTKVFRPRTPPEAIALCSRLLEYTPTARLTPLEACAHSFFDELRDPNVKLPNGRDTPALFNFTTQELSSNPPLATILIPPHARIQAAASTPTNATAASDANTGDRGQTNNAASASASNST
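Test system: GST-tagged human GSK3beta kinase, cell-free; evaluation: activity score scaled between in-plate DMSO and GW8510 controls; measured by: ADP-Glo luminescence; incubation: 60 min reaction, RT; benchmarks: DMSO and 20 µM GW8510; reagent: peptide substrate plus 25 µM ATP (final); medium: Tris/MgCl2 kinase buffer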
Dyrk1A ADPGlo = rat Dyrk1A kinase inhibitors, primary screen, biochemical, single point, plate reader; inhibition, % at 12.5 µM; 0.43% of 310,000 active; ADP-Glo luminescence, NFATc1 peptide; AID 504441, 2011; in the data active = inhibition above about 50%;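 also: plate controls were vehicle with enzyme for no effect and no enzyme for full effect; many of its hits are not listed in these tables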
An asterisk follows results filed as active; · = no result given. Some of the compounds tested, so the mix of outcomes need not match the whole.

Field names – A = IEC-6 tox; B = HSP90 refold inh; C = HSF1 activator; D = GSK3 alpha inh; E = HSF1 inh; F = Platelet DG rel; G = aSyn 5UTR inh; H = KLF5 inh; I = GSK3beta inhib; J = Dyrk1A ADPGlo
1: CCC1=CC(c2ccccc2)n2ncnc2N1 (stereo not drawn)
  A: ·; B: ·; C: -88; D: 0; E: -84*; F: -1; G: -10; H: ·; I: 0; J: 0
2: CCOC(=O)c1ccc(/C=N/O)[n+](Cc2ccccc2)c1
  A: -1; B: 0; C: 8; D: 1; E: 2; F: 8; G: -1; H: -5; I: 1; J: ·
3: Cc1ccc(OCCCn2c(=O)sc3ccccc32)cc1
  A: 3; B: -3; C: 39; D: 2; E: 18; F: -1; G: -65; H: -20; I: 1; J: 17
4: COc1cccc(N(CC(=O)NCCSc2ccc(Cl)cc2)S(C)(=O)=O)c1
  A: -3; B: 4; C: 20; D: 1; E: 13; F: -1; G: 0; H: -25; I: -1; J: 0
5: Cc1nc(NC(=O)/C=C/c2ccccc2)sc1C(=O)Nc1cccc(Cl)c1
  A: -2; B: 6; C: 41; D: -3; E: 9; F: -17; G: 16; H: 15; I: -17; J: -1
6: O=C(C[n+]1ccc2ccccc2c1)c1ccccc1
  A: 3; B: 1; C: 13; D: -5; E: 7; F: -2; G: -19; H: -21; I: 1; J: -4
7: CC(C)C1CCN(C(=O)C2CCC(=O)N(CCc3ccc(Cl)cc3)C2)CC1 (stereo not drawn)
  A: -3; B: -2; C: -8; D: 2; E: 11; F: -11; G: -3; H: -7; I: -4; J: 2
8: COc1ccc(/C=C/C(=O)Nc2ccc(OC)nc2)cc1
  A: -6; B: 2; C: 0; D: 0; E: 3; F: -5; G: -46; H: -7; I: 1; J: -1
9: Cc1cc(CN2CCC(N3CCC(C(=O)NC4CC4)CC3)CC2)cc(C)c1O
  A: -3; B: -4; C: -10; D: -1; E: -3; F: -8; G: 0; H: -26; I: 1; J: 0
10: CS(=O)(=O)c1ccc(C(=O)NCCN2C(=O)S/C(=C\c3cccnc3)C2=O)cc1[N+](=O)[O-]
  A: -1; B: 1; C: -13; D: 0; E: -3; F: -7; G: -41; H: -30; I: -7; J: 6
11: CCCCCCC(=O)N/N=C1\CCCc2ccccc21
  A: 12; B: 1; C: 7; D: -2; E: -7; F: -1; G: -33; H: -4; I: 1; J: 1
12: COc1ccc(C(=O)N2CCN(C3CCCCC3)CC2)c(OC)c1
  A: -12; B: 4; C: -1; D: 11; E: 0; F: 4; G: 18; H: -39; I: 6; J: -7
13: COc1ccc(CN(CC2CCCO2)S(=O)(=O)c2ccc(-n3cnnn3)c(OC)c2)cc1 (stereo not drawn)
  A: -4; B: 3; C: 25; D: 0; E: -1; F: -9; G: -21; H: -16; I: -3; J: 1
14: COc1ccc2c(c1)C(=O)CCC2c1ccccc1 (stereo not drawn)
  A: -7; B: 0; C: -4; D: 2; E: -5; F: -3; G: 16; H: -29; I: 1; J: -5
15: COc1cccc(C(=O)Nc2ccccc2N2CCOCC2)c1
  A: -2; B: 2; C: 14; D: 2; E: 10; F: 9; G: -10; H: -18; I: -3; J: 1
16: COc1cc(OC)c(C2Nc3cccc4cccc(c34)N2)c(OC)c1
  A: -12; B: 13; C: -15; D: -3; E: 4; F: 1; G: 15; H: -14; I: 1; J: 6
17: O=C(COC(=O)c1cc(=O)[nH]c2ccccc12)NC(=O)NC1CCCCC1
  A: 0; B: -2; C: 34; D: 3; E: 17; F: -6; G: 7; H: -14; I: 1; J: -6
18: CS(=O)(=O)c1ccc(-c2cccc(NC(=O)COc3ccc(Cl)cc3)c2)nn1
  A: -14; B: 1; C: 10; D: -2; E: 10; F: 7; G: 5; H: -40; I: 1; J: -6
19: Nc1ccc(NC(=S)Nc2ccccc2)cc1
  A: -4; B: 1; C: 14; D: 1; E: -3; F: 2; G: -34; H: -7; I: 0; J: 0
20: COc1ccc(CN2CCCC(C(=O)N3CCCCC3)C2)c(OC)c1 (stereo not drawn)
  A: 4; B: 12; C: -5; D: -1; E: 0; F: -4; G: 2; H: -28; I: 1; J: 3
21: Cc1cccc(-n2c(Cc3cc(=O)[nH]c(=O)[nH]3)nnc2SCC(=O)NCC2CCCO2)c1 (stereo not drawn)
  A: 7; B: 2; C: ·; D: ·; E: ·; F: ·; G: ·; H: -38; I: ·; J: -5
22: COc1cc([N+](=O)[O-])ccc1NC(=O)C1C2C=CC(C2)C1C(=O)O (stereo not drawn)
  A: 3; B: 2; C: -2; D: 0; E: -5; F: -3; G: -3; H: -13; I: 2; J: -2
23: CN(C)N1C(N)=C(C#N)C(c2ccc3c(c2)OCO3)C2=C1CC(C)(C)CC2=O (stereo not drawn)
  A: -10; B: -2; C: -4; D: 3; E: -7; F: 0; G: -1; H: -5; I: -1; J: 1
24: Cc1cc(C(=O)NCc2ccco2)on1
  A: 3; B: 0; C: -17; D: -1; E: -2; F: -29; G: -15; H: -16; I: -3; J: 2
25: Cc1nc2ccccc2cc1OCc1ccc(Cl)cc1
  A: 0; B: -1; C: 59*; D: ·; E: 37; F: -4; G: -72; H: -3; I: 3; J: 1
26: COc1ccc(S(=O)(=O)N(C)CC(=O)Nc2ccc3c(c2)OCCO3)cc1OC
  A: 1; B: 0; C: 4; D: -1; E: -8; F: -20; G: 19; H: -33; I: 0; J: 5
27: Cc1c(C)n(C(=O)CSc2nccn2C)c2ccccc12
  A: 2; B: 0; C: 5; D: 2; E: -9; F: -8; G: -1; H: -9; I: 0; J: 10
28: COC(=O)C1=C(C)NC(=S)NC1c1ccco1 (stereo not drawn)
  A: -4; B: 0; C: 10; D: 1; E: -1; F: 1; G: 1; H: -33; I: -2; J: -5
29: COC(=O)COc1ccc(S(=O)(=O)Nc2cc([N+](=O)[O-])ccc2C)cc1
  A: 2; B: 5; C: 26; D: -1; E: 1; F: 5; G: -1; H: -4; I: -2; J: 7
30: COc1ccc(OC)c(CNC(=O)Cn2nc(C)c3c(C)n(-c4ccc(C)cc4)nc3c2=O)c1
  A: 6; B: -3; C: 26; D: -1; E: 2; F: 3; G: 28; H: -14; I: -2; J: ·
31: COCCCNc1nc2nonc2nc1N1CCN2CCCC2C1 (stereo not drawn)
  A: -2; B: -3; C: -13; D: -1; E: -8; F: 8; G: 14; H: -23; I: -3; J: 18
32: Cn1c(=O)c2c(nc(CN3CCN(Cc4ccccc4)CC3)n2Cc2ccc(F)cc2)n(C)c1=O
  A: 0; B: 0; C: -5; D: -1; E: -5; F: 2; G: 6; H: -36; I: 3; J: 0
33: Cc1cccc(NC(=O)CSc2nc(N)c(NC(=O)c3cccs3)c(=O)[nH]2)c1C
  A: -4; B: 4; C: 14; D: 0; E: -1; F: 5; G: 4; H: 1; I: -1; J: 3
34: CCCCCCc1cc2cc(-c3nnc(-c4ccccc4OC)o3)c(=O)oc2cc1O
  A: 2; B: 3; C: 0; D: -1; E: 6; F: -3; G: -6; H: -20; I: 2; J: -2
35: CCCCNC(=O)CN(c1cccc(Br)c1)S(C)(=O)=O
  A: 4; B: 2; C: ·; D: -2; E: ·; F: ·; G: ·; H: -22; I: 2; J: -9
36: COc1ccc2c(c1)O[C@@H](c1cccc(C(F)(F)F)c1)[C@H](OC(=O)Nc1ccc(OC(F)F)cc1)C2=O
  A: -2; B: -1; C: ·; D: 4; E: ·; F: ·; G: ·; H: -6; I: ·; J: ·
37: Cc1cccc(-c2ncc(CN3CCN(CC(C)C)C(CCO)C3)cn2)c1 (stereo not drawn)
  A: 0; B: -1; C: -6; D: -2; E: -5; F: 3; G: -45; H: -22; I: 2; J: 9
38: COc1cc(/C=N/NC(=O)c2cc(-c3ccccc3C)nc3ccccc23)cc(OC)c1O
  A: ·; B: ·; C: 19; D: -3; E: 2; F: 9; G: -1; H: ·; I: -1; J: ·
39: CC(=O)Nc1ccc(-n2c(C)ccc2-c2ccccc2)cc1
  A: 0; B: -2; C: -1; D: 0; E: 4; F: -4; G: 7; H: -12; I: -1; J: 5
40: Cc1ccnc(SCc2cc(=O)c(OC(=O)c3cc([N+](=O)[O-])ccc3Cl)co2)n1
  A: 5; B: -4; C: -4; D: -2; E: 0; F: -17; G: -12; H: -3; I: 3; J: -1
41: Cc1ccccc1OCCC(=O)Nc1ccc(F)c(Cl)c1
  A: -8; B: -3; C: 6; D: 0; E: -5; F: -1; G: 27; H: -19; I: 3; J: 1
42: CCCCC(CC)CNC(=O)C1C2C=CC(C2)C1C(=O)O (stereo not drawn)
  A: 2; B: -1; C: 10; D: -3; E: 8; F: -12; G: -8; H: -29; I: 0; J: 2
43: Cc1cccc(NNC(=S)Nc2c(C)cccc2C)c1
  A: 0; B: -1; C: 6; D: 0; E: -4; F: -1; G: 1; H: 0; I: -2; J: -7
44: c1ccc(CCNc2ccc3nncn3n2)cc1
  A: -4; B: 3; C: 2; D: -1; E: -6; F: -4; G: -7; H: 17; I: 0; J: 3
45: CC1(C)c2ccccc2N2CC(=O)N[C@@]21/C=C/C=C/c1ccccc1
  A: -4; B: 4; C: -16; D: -2; E: -4; F: -15; G: -5; H: -20; I: -3; J: ·
46: COc1ccc(NCc2cc3cc(OC)ccc3[nH]c2=O)cc1
  A: -9; B: -2; C: -2; D: -1; E: -1; F: -1; G: -38; H: -20; I: -1; J: 7

Structures from the list above that contain a COOH group:
Field names – A = IEC-6 tox; B = HSP90 refold inh; C = HSF1 activator; D = GSK3 alpha inh; E = HSF1 inh; F = Platelet DG rel; G = aSyn 5UTR inh; H = KLF5 inh; I = GSK3beta inhib; J = Dyrk1A ADPGlo
22: COc1cc([N+](=O)[O-])ccc1NC(=O)C1C2C=CC(C2)C1C(=O)O (stereo not drawn)
  A: 3; B: 2; C: -2; D: 0; E: -5; F: -3; G: -3; H: -13; I: 2; J: -2
42: CCCCC(CC)CNC(=O)C1C2C=CC(C2)C1C(=O)O (stereo not drawn)
  A: 2; B: -1; C: 10; D: -3; E: 8; F: -12; G: -8; H: -29; I: 0; J: 2
